Screening data from PubChem.
Rab9 promoter act = qHTS Assay for Rab9 Promoter Activators | Huh7 Rab9 promoter-luciferase reporter, luminescence, 24 h | Potency, µM (top dose mostly 9.22 µM), inactives show at the highest dose activation, negative = inhibition, usual class: activators | 2.8% of 320,000 active; also: potency is read from the fitted curve at half-maximal effect; % of control where 0% means no effect; nearly all actives have a fitted effect of over 60% in size
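Steps: seed 1500 Huh7 Rab9-luc cells per well, rest 2 h at 37 °C; add compound in DMSO; incubate 24 h; add luciferase reagent, 10 min ambient; read luminescence.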
NPC1 promoter act = qHTS Assay for NPC1 Promoter Activators; 2.4% of 320,000 active; Potency, µM (top dose mostly 9.22 µM), for the others: top-dose activation, hits mostly activators; Huh7 NPC1 promoter luciferase reporter, 24 h;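 also: potency is read from the fitted curve at half-maximal effect; % of control where 0% means no effect; nearly all actives have a fitted effect of over 60% in size; reporter is driven by a mutant NPC1 promoter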
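Stably transfected Huh7 (NPC1 promoter→luciferase), 1500 cells/well in Opti-MEM + 10% FBS, 2 h settle, then compound 24 h at 37 °C. Luminescence after 10 min with Amplite reagent.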
VP16 counter = VP16 counterscreen qHTS for inhibitors of ROR gamma transcriptional activity. Drosophila S2 Gal4-VP16 UAS-luciferase, luminescence, 20 h. Potency, µM (top dose mostly 53.6 µM), without a hit: at the highest dose activity, negative = inhibition, usual class: inhibitors. 3.5% of 310,000 active. AID 2546, 2010;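 also: Gal4-VP16 expression switched on by copper sulfate through the metallothionein promoter; potency is read from the fitted curve at half-maximal effect; % is scaled to controls: 0 for no effect and ±100 for the full control effect; nearly all actives have a fitted effect of over 50% in size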
RORgamma inh = qHTS for inhibitors of ROR gamma transcriptional activity | Potency, µM (top dose mostly 53.6 µM), for the others: top-dose activity change, negative = inhibition, hits mostly inhibitors | AID 2551, 2010 | 5.4% of 310,000 active | Drosophila S2 Gal4-RORgamma UAS-luciferase reporter, 20 h | Nuclear receptor ROR-gamma (Mus musculus), P51450; also: potency is read from the fitted curve at half-maximal effect; % is scaled to controls: 0 for no effect and ±100 for the full control effect; nearly all actives have a fitted effect of over 60% in size
Target sequence (P51450 whole entry, looked up, the tested form may be a part): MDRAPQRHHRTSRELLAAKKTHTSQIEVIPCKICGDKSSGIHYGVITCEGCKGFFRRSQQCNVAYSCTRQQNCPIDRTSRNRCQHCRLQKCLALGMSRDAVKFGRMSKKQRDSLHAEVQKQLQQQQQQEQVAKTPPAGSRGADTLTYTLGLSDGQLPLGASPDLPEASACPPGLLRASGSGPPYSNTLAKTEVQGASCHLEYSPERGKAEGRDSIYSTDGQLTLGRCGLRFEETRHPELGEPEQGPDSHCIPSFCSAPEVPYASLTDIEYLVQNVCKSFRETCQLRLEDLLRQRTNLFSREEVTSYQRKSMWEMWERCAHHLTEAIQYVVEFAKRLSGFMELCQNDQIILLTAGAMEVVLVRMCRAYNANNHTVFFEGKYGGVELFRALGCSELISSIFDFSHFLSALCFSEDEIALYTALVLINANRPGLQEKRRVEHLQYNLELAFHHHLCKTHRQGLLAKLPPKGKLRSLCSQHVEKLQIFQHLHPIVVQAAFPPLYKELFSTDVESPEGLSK
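Luciferase reporter read in Schneider cells carrying Gal4-RORγ (mouse) and UAS-Photinus luciferase; cells given compound 1 h before 700 uM copper sulfate induction, then incubated 20 h at ambient temperature.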
Giardia killer = Small Molecules that selectively kill Giardia lamblia: qHTS. Giardia lamblia trophozoite viability. activity change, % at 7.66 µM, hits read low. 0.15% of 340,000 active; in the data active = activity change below about -80%; inconclusive = between about -30% and that limit;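 also: parasites exposed to compound for two days anaerobically before the ATP read; % is scaled to controls: 0 for no effect and ±100 for the full control effect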
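Compounds were tested on trophozoites seeded at 100 cells/well and held 48 hrs at 37 deg C anaerobically. An ATP-based luminescent kit measured the remaining live cells.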
FLuc modulator = qHTS profiling assay for firefly luciferase inhibitor/activator using purifed enzyme and Km concentrations of substrates (counterscreen for miR-21 project); purified FLuc, Km substrates, luminescence inhibition; Potency, µM (doses to about 57.5 µM), for inactives: top-dose activity change, negative = inhibition, actives largely listed as inhibitors; 6.9% of 360,000 active;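 also: potency is read from the fitted curve at half-maximal effect; plate controls were vehicle for no effect and reference inhibitor for full effect; nearly all actives have a fitted effect of over 55% in size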
Target sequence (P08659 whole entry, looked up): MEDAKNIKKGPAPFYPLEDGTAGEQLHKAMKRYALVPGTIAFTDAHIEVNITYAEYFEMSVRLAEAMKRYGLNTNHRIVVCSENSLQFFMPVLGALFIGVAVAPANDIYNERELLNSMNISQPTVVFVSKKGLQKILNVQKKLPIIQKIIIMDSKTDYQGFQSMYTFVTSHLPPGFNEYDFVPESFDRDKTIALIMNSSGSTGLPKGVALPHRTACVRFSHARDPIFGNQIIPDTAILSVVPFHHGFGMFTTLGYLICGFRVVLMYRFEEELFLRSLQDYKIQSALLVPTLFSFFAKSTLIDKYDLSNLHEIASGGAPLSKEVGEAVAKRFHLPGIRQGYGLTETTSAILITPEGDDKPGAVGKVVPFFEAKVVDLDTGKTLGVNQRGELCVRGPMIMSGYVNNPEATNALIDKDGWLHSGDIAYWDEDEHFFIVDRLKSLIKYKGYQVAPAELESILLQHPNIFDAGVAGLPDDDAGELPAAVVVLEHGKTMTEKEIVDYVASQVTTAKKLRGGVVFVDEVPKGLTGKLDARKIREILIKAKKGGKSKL
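Purified P. pyralis luciferase, 10 nM final, with Km-level 10 uM D-luciferin and 10 uM ATP in 50 mM Tris acetate pH 7.5, 10 mM Mg acetate, 0.01% Tween-20, 0.05% BSA; 6-point qHTS titration about 60 µM downward; luminescence read.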
PKM2 activator = qHTS Assay for Activators of Human Muscle isoform 2 Pyruvate Kinase | Pyruvate kinase PKM (Homo sapiens), P14618 | Potency, µM (titrated, usually from 57.5 µM), without a hit: at the top dose activation, actives largely listed as activators | purified PKM2, Kinase-Glo ATP luminescence, activation; response scale: 0% is enzyme alone, no compound | 0.34% of 260,000 active; also: potency is read from the fitted curve at half-maximal effect; % is scaled to controls: 0 for no effect and ±100 for the full control effect; nearly all actives have a fitted effect of over 55% in size
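Kinase-Glo luminescence reports ATP generated from ADP (0.1 mM) and PEP (0.5 mM) by purified hPK-M2 after 1 h at room temperature, pH 7.2 imidazole buffer; intermediate enzyme activity allows detecting inhibitors and activators.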
Menin MLL FP TR = qHTS Assay for Inhibitors Targeting the Menin-MLL Interaction in MLL Related Leukemias: Competition With Texas Red Labeled MLL-derived Mutant Peptide. Menin + Texas Red MLL mutant peptide, fluorescence polarization. 0.23% of 270,000 active. Potency, µM (series often up to 61.6 µM), for the others: at the top dose FP activity change, negative = inhibition, usual class: inhibitors. O00255. AID 1768, 2009; active = well fitted inhibition curve with a large enough effect in the polarisation, with a control signal flat, not every such curve was filed as active; inconclusive = small, poorly fitted or top-dose-only effect, or effect the other way, or a change in a side signal; inactive = no such curve, though single readings can be large or run the other way; the % refers to the polarisation; also: potency is read from the fitted curve at half-maximal effect; % of control where 0% means no effect; many of its hits are not listed in these tables
p53 reactivation = qHTS assay for re-activators of p53 using a Luc reporter | H1299 p53-A138V BP100-luciferase reporter, luminescence, 24 h | AID 504706, 2011 | 0.063% of 320,000 active | Potency, µM (highest dose often 92.2 µM), for inactives: at the top dose activity change, positive = activation, most hits filed as activators; also: potency is read from the fitted curve at half-maximal effect; % of control where 0% means no effect; nearly all actives have a fitted effect of over 45% in size
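p53-null H1299 cells stably carrying temperature-sensitive p53-A138V and a BP100-luciferase reporter were pinned with compounds (4-point, 1:5 series) and held 24 hrs at 37 deg C. Luminescence was read 10 min after detection reagent.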
BRCA1 expr act = qHTS Assay to Identify Small Molecule Activators of BRCA1 Expression; Potency, µM (highest dose often 46.1 µM), for the others: top-dose activation, usual class: activators; MCF7-BRCA1-FFLuc reporter, luminescence, 48 h; response scale: scaled: vehicle 0%, 10 µM genistein 100%; 1.1% of 380,000 active; also: potency is read from the fitted curve at half-maximal effect; nearly all actives have a fitted effect of over 80% in size; some results filed as inactive show a strong effect at the top dose
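Using MCF7 cells harboring a BRCA1 firefly luciferase reporter, plated 2 h before compound pinning, the screen measured luminescence after 48 h incubation. Responses were normalized to DMSO and 10 microM genistein, then fitted for concentration-effect.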
ELG1 genotoxic = qHTS screen for small molecules that induce genotoxicity in human embryonic kidney (HEK293T) cells expressing luciferase-tagged ELG1; HEK293T ELG1-luciferase reporter, luminescence, 16 h; Potency, µM (doses to about 46 µM), for inactives: top-dose activity change, positive = activation, most hits filed as activators; 1.3% of 330,000 active; also: potency is read from the fitted curve at half-maximal effect; % of control where 0% means no effect; nearly all actives have a fitted effect of over 60% in size
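After overnight (16 hr) compound treatment at 37 °C, ELG1-luciferase HEK293T cells were lysed with ONE-Glo; luminescence quantified 30 min later at room temperature.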
* marks the source's active call; other numbers are inactive results; [ ] = remark or other dose. Unless noted, calls follow the shape of the dose curve; as a rule, active = well fitted curve in the direction sought with a large enough effect; inconclusive = small, poorly fitted or top-dose-only effect, or another doubt; inactive = no such curve, though single readings can be large; an effect the other way counts as inactive or inconclusive. An excerpt, so the mix of outcomes need not match the whole.

What do the screens show for `CC(C)Cc1nnc(NC(=O)CSc2nc(O)c(Cc3ccccc3)c(=O)[nH]2)s1`?
Rab9 promoter act: 0.3%; NPC1 promoter act: -3.0%; VP16 counter: -0.7%; RORgamma inh: 4.5%; Giardia killer: 4.0; FLuc modulator: inconclusive; PKM2 activator: 5.9%; Menin MLL FP TR: -11.0%; p53 reactivation: 1.3%; BRCA1 expr act: -17.0%; ELG1 genotoxic: -0.3%

How did CCCN1CN=C(NS(=O)(=O)c2ccc(C)cc2)NC1 do in these assays?
Rab9 promoter act: -0.6%; NPC1 promoter act: 1.6%; VP16 counter: -5.8%; RORgamma inh: -22.7%; Giardia killer: -13.8; FLuc modulator: -0.1%; PKM2 activator: -4.4%; Menin MLL FP TR: -3.6%; p53 reactivation: 13.2%; BRCA1 expr act: -18.4%; ELG1 genotoxic: -1.2%

What do the screens show for `Cc1nn(-c2ccc(F)cc2)c(C)c1/C=C/C(=O)N1CCNC(=O)C1`?
Rab9 promoter act: -5.8%; NPC1 promoter act: 0.5%; VP16 counter: 3.2%[10 µM]; RORgamma inh: 16.7%; Giardia killer: -0.4; FLuc modulator: -1.0%; PKM2 activator: -0.9%; Menin MLL FP TR: -9.1%; p53 reactivation: -3.1%; BRCA1 expr act: 9.0%; ELG1 genotoxic: 6.0%

How did COc1ccc(C(=O)NC(=S)N(C)C2CCCCC2)cc1 do in these assays?
Rab9 promoter act: -1.5%; NPC1 promoter act: 11.7%; VP16 counter: 3.98µM*; RORgamma inh: 2µM*; Giardia killer: 4.8; FLuc modulator: inconclusive; p53 reactivation: 7.6%; BRCA1 expr act: 59.8%; ELG1 genotoxic: 10.5%

How did COc1ccc(N2CCN(C(=O)CN3C(=O)C4CC=CCC4C3=O)CC2)cc1 (configuration not stated) do in these assays?
Rab9 promoter act: -2.1%; NPC1 promoter act: -1.5%; VP16 counter: -0.9%; RORgamma inh: -4.8%; Giardia killer: -1.3; FLuc modulator: 2.0%; PKM2 activator: -1.9%; Menin MLL FP TR: -3.4%; p53 reactivation: -15.9%; BRCA1 expr act: 25.9%; ELG1 genotoxic: -5.0%

What do the screens show for `Cc1cc2c(cc1C)NC1(C(=O)Nc3ccccc31)C1=C(CC(C)(C)CC1=O)N2` (configuration not stated)?
VP16 counter: 2.7%; RORgamma inh: 22.6%; Giardia killer: -19.6; FLuc modulator: -5.7%; PKM2 activator: 1.0%; Menin MLL FP TR: -1.1%; BRCA1 expr act: -16.8%

How did O=C(NCc1cccnc1)c1cc([N+](=O)[O-])ccc1N1CCOCC1 do in these assays?
Rab9 promoter act: -1.8%; NPC1 promoter act: -3.7%; VP16 counter: -11.6%; RORgamma inh: 14.0%; Giardia killer: -9.9; FLuc modulator: 1.0%; PKM2 activator: 8.7%; Menin MLL FP TR: 1.7%; p53 reactivation: 2.3%; BRCA1 expr act: -34.3%; ELG1 genotoxic: -5.1%

How did CCn1ccnc1C(O)c1cccc(OC)c1 (configuration not stated) do in these assays?
Rab9 promoter act: -3.8%; NPC1 promoter act: -0.4%; VP16 counter: 5.6%; RORgamma inh: 5.6%; Giardia killer: 0.7; FLuc modulator: 4.5%; PKM2 activator: -0.6%; Menin MLL FP TR: 4.2%; p53 reactivation: 7.5%; BRCA1 expr act: -0.8%; ELG1 genotoxic: -0.5%

What do the screens show for `COc1ccc(-c2ccc(C#N)c(SCC(=O)NCCc3ccccc3)n2)cc1OC`?
Rab9 promoter act: 0.9%; NPC1 promoter act: 0.4%; VP16 counter: 4.3%; RORgamma inh: inconclusive; Giardia killer: -9.9; FLuc modulator: 1.4%; PKM2 activator: 1.1%; Menin MLL FP TR: -0.9%; p53 reactivation: -15.3%; BRCA1 expr act: -18.0%; ELG1 genotoxic: 0.9%

Results for COc1ccc(C(=O)/C=C2/C(=O)Nc3ccccc32)c(OC)c1 ?
Rab9 promoter act: 0.5%; NPC1 promoter act: 0.9%; VP16 counter: inconclusive; RORgamma inh: inconclusive; Giardia killer: -7.3; FLuc modulator: 8.49µM*; Menin MLL FP TR: 0.7%; p53 reactivation: -17.4%; BRCA1 expr act: -88.4%; ELG1 genotoxic: -4.7%

Results for CC(C)(C)NC(=O)c1cccc(NC(=O)c2ccc(NC(=O)c3ccco3)cc2)c1 ?
Rab9 promoter act: -0.6%; NPC1 promoter act: 2.4%; VP16 counter: -21.9%; RORgamma inh: 7.1%; Giardia killer: 7.0; FLuc modulator: inconclusive; PKM2 activator: 13.2%; Menin MLL FP TR: 45.4%[activator]; p53 reactivation: -2.4%; BRCA1 expr act: -13.4%; ELG1 genotoxic: -6.9%

How did Fc1ccccc1Cc1noc(CN2CCC(OCc3cccnc3)CC2)n1 do in these assays?
Rab9 promoter act: inconclusive; NPC1 promoter act: inconclusive; VP16 counter: -3.6%; RORgamma inh: 1.2%; Giardia killer: 2.5; FLuc modulator: inconclusive; PKM2 activator: -1.4%; Menin MLL FP TR: 13.9%; p53 reactivation: 4.0%; BRCA1 expr act: 11.6%; ELG1 genotoxic: inconclusive

How did O=C(Nc1ccccc1OCc1ccccc1)c1ccccc1Br do in these assays?
Rab9 promoter act: -1.0%; NPC1 promoter act: 10.6%; VP16 counter: 1.7%; RORgamma inh: 4.9%; Giardia killer: 2.3; FLuc modulator: -6.9%; PKM2 activator: -0.2%[11.5 µM]; Menin MLL FP TR: 2.5%; p53 reactivation: 6.3%; BRCA1 expr act: -41.6%; ELG1 genotoxic: -0.1%

What do the screens show for `Fc1cc(Br)ccc1COc1ccc(-c2nnco2)cc1`?
Rab9 promoter act: 2.51µM*; NPC1 promoter act: 2.51µM*; VP16 counter: 16.1%; RORgamma inh: inconclusive; Giardia killer: 0.2; FLuc modulator: inconclusive; PKM2 activator: 1.2%; p53 reactivation: inconclusive; BRCA1 expr act: 6.31µM*; ELG1 genotoxic: inconclusive

What do the screens show for `O=C(NC(=S)NCCc1ccccn1)c1ccccc1`?
Rab9 promoter act: inconclusive; NPC1 promoter act: -28.3%; VP16 counter: -66.5%; RORgamma inh: 12.6µM*; Giardia killer: -3.5; FLuc modulator: inconclusive; PKM2 activator: 9.7%; Menin MLL FP TR: -0.5%; p53 reactivation: 22.7%; BRCA1 expr act: inconclusive; ELG1 genotoxic: 18.7%

How did CCC(=O)Nc1c(C#N)c2nc3ccccc3nc2n1C1CCCCC1 do in these assays?
Rab9 promoter act: -2.3%; NPC1 promoter act: -3.8%; VP16 counter: 3.1%; RORgamma inh: 13.9%; Giardia killer: 10.0; FLuc modulator: -0.5%; PKM2 activator: -2.5%; Menin MLL FP TR: 6.2%; p53 reactivation: -9.0%; BRCA1 expr act: 8.4%; ELG1 genotoxic: -2.5%

Results for O=C(NCCSc1ccccn1)c1ccc(Cl)cc1Cl ?
Rab9 promoter act: 1.12µM*; NPC1 promoter act: 0.794µM*; VP16 counter: -16.9%[10 µM]; RORgamma inh: -29.8%; Giardia killer: 13.0; FLuc modulator: inconclusive; PKM2 activator: -0.7%; Menin MLL FP TR: -11.3%; p53 reactivation: -3.4%; BRCA1 expr act: inconclusive; ELG1 genotoxic: -9.9%

How did Cc1ccc(NC(=O)c2cc(N3CCOCC3)nc3ccccc23)cc1 do in these assays?
Rab9 promoter act: 1.2%; NPC1 promoter act: 12.5%; VP16 counter: 6.1%; RORgamma inh: 5.5%[10 µM]; Giardia killer: 22.4; FLuc modulator: inconclusive; PKM2 activator: -4.2%; Menin MLL FP TR: 19.4%; p53 reactivation: -2.6%; BRCA1 expr act: inconclusive; ELG1 genotoxic: -5.7%

Results for O=C(Nc1ccc(S(=O)(=O)Nc2nccs2)cc1)c1cc(-c2ccncc2)nc2ccccc12 ?
Rab9 promoter act: 0.8%; NPC1 promoter act: -3.4%; VP16 counter: 8.6%; RORgamma inh: 17.5%; Giardia killer: -2.8; FLuc modulator: -10.6%; PKM2 activator: -5.9%; p53 reactivation: -3.4%; BRCA1 expr act: -19.2%; ELG1 genotoxic: -1.5%

What do the screens show for `Nc1c(C(=O)NC2CC2)c2nc3ccccc3nc2n1-c1ccc2c(c1)OCO2`?
Rab9 promoter act: 7.1%; NPC1 promoter act: -10.8%; VP16 counter: inconclusive; RORgamma inh: 6.4%; Giardia killer: 15.3; FLuc modulator: -1.2%; PKM2 activator: 0.2%; Menin MLL FP TR: 15.0%; p53 reactivation: -18.9%; BRCA1 expr act: -29.4%; ELG1 genotoxic: -1.3%
